TDP1 block – TDP1 (human) enzyme inhibition. Q9NUW8. recombinant TDP1, AlphaScreen DNA substrate cleavage. Potency, µM (titrated, usually from 130 µM), for inactives: at the top dose activity change, negative = inhibition, actives largely listed as inhibitors. 350,000 compounds, 0.28% hits. AID 485290; also: nearly all actives have a fitted effect of over 40% in size
Target sequence (Q9NUW8 whole entry, looked up): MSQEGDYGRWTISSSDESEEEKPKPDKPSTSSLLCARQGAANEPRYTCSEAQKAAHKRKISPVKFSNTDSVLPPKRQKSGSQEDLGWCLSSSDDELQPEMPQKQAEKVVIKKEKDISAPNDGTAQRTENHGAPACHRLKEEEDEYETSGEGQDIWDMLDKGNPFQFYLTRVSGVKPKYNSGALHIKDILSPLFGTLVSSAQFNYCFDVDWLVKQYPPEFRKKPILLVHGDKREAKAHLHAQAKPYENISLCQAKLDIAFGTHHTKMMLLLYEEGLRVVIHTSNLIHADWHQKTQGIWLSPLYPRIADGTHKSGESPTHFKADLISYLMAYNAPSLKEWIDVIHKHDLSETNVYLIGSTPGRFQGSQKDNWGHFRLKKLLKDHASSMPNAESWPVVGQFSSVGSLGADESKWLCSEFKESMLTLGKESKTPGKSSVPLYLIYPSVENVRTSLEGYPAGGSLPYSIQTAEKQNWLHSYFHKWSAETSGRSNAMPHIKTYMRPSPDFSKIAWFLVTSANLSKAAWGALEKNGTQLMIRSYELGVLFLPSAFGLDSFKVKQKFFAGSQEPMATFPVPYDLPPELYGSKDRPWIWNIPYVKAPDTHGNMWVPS
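Tdp1 1 nM final; 15 min RT w/ cpd; substrate 15 nM, 5 min; beads 10 ug/ml, 10 min; AlphaScreen read. Neg ctrl: no enzyme.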
N370S GC – inhibits or activates N370S mutant glucocerebrosidase. P04062. N370S GC spleen homogenate, 4MU-glucoside fluorescence. 330,000 compounds, 0.092% hits. Potency, µM (titrated, usually from 59.4 µM), for the others: at the top dose activity change, negative = inhibition, usual class: inhibitors. AID 2101;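 also: 0% = full enzyme activity and -100% = no enzyme basal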
FEN1 inh – inhibitors of human flap endonuclease 1; P39748; 390,000 compounds, 0.35% hits; Recombinant FEN1 flap cleavage, fluorescence, 15 min; Potency, µM (doses to about 114 µM), for the others: at the highest dose activity change, negative = inhibition, actives largely listed as inhibitors; also: nearly all actives have a fitted effect of over 65% in size
Target sequence (P39748 whole entry, looked up): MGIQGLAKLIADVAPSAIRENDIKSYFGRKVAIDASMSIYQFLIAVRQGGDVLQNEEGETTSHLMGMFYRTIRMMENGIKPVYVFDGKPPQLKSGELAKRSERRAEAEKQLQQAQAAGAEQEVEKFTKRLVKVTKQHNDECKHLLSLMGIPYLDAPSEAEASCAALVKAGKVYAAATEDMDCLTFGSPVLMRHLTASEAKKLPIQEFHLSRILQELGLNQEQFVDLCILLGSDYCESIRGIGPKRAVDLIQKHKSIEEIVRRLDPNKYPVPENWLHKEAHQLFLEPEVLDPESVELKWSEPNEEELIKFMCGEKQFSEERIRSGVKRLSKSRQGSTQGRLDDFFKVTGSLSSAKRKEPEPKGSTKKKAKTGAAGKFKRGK
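Compounds are tested as a concentration series against 10 nM FEN1; after a 15 min room-temperature preincubation, 50 nM substrate starts cleavage, with plate reads at 0 and 15 min. Normalized responses are fitted by a Hill equation.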
* = called active by the depositor; ? = inconclusive; · = not tested or not shown; & = joins results of further samples; [ ] = remark or other dose. Calls follow the shape of the dose curve; as a rule, active = well fitted curve in the direction sought with a large enough effect; inconclusive = small, poorly fitted or top-dose-only effect, or another doubt; inactive = no such curve, though single readings can be large; an effect the other way counts as inactive or inconclusive. Unless noted, % is scaled to controls: 0 for no effect and ±100 for the full control effect; potency is read from the fitted curve at half-maximal effect.

canonical_smiles,TDP1 block,N370S GC,FEN1 inh
COC(=O)c1ccc(/C=N/N2CCN(Cc3ccc(Cl)cc3)CC2)cc1,·,-1%,13%
O=C(NCc1ccccn1)c1nn(-c2ccccc2F)nc1CO,5%,·,-1%
COc1ccc(CNC(=O)c2ccc(NC(=O)N3CC4CCCN4c4ccccc43)cc2)cc1 (stereo not drawn),8%,·,-14%
CNC(=O)c1ccsc1NC(=O)c1sc2ccccc2c1Cl,-5%,-2%,-9%
CC1CCCCN1S(=O)(=O)c1ccc([N+](=O)[O-])cc1 (stereo not drawn),3%,-6%,-12%
O=C(NCc1ccccc1)/C(=C/c1ccco1)NC(=O)c1ccco1,0%,-1%,9%
Cc1cc(C)n2c(Nc3ccccc3)c(-c3ccc(C)o3)nc2n1,4%,·,-8%
O=C(Nc1ccc2c(c1)C(=O)NC2=O)c1ccccc1,·,0%,3%
CCOC(=O)C(C)OC(=O)C1=C(C)NC(=O)NC1c1ccc2c(c1)OCO2 (stereo not drawn),·,-6%,13%
C#CCN(C)CC/C=C1\c2ccccc2CSc2ccccc21,2%,?,-6%
COc1cc(NS(=O)(=O)c2ccc(NC(=O)c3ccc(C)o3)cc2)nc(OC)n1,7%,-6%,-3%
CCN1CCN(C(=O)c2ccc3c(c2)N(Cc2ccccc2F)C(=O)c2ccccc2S3=O)CC1 (stereo not drawn),1%,·,-6%
COC(=O)c1ccc(-n2c(C)nc(=O)c(-c3ccccc3)c2C)cc1,-1%,-2%,-4%
NS(=O)(=O)c1cccc(NC(=O)CC2(CC(=O)O)CCCC2)c1,5%,-5%,2%
CCCOc1ccc(-c2c(C(=O)N/N=C/c3ccco3)nnn2-c2nonc2N)cc1,1%,-1%,0%
O=C(Nc1ccc(Cl)cc1)Nc1ccc(N2CCCC2)c(S(=O)(=O)Nc2ccccc2Cl)c1,5%,5%,-6%
CCOc1ccc(CCNC(=O)C2CCN(S(=O)(=O)N3CCOCC3)CC2)cc1OCC,1%,5%,2%
CC(C)N1CC(C(=O)Nc2cccc([N+](=O)[O-])c2)CC1=O (stereo not drawn),·,0%,23%
COc1ccc(S(=O)(=O)N(CCc2ccccc2)CC(=O)N/N=C/c2ccc3c(c2)OCO3)cc1,4%,6%,?
CCOc1cc(N2CCOCC2)c(OCC)cc1NC(=O)CN1C(=O)NC(CC(C)C)C1=O (stereo not drawn),9%,-1%,-4%
CCOc1nc(NCCC2=CCCCC2)nc(N2CCOCC2)n1,-3%,1%,6%
Cc1cc(-c2csc(NC(=O)c3ccc(S(=O)(=O)N(C)C)cc3)n2)c(C)n1-c1ccccc1,8%,-10%,-9%
CC(=O)c1c(N2CCOCC2)nc(=O)n(-c2ccccc2)c1C,5%,-1%,-10%
O=C1NCC(c2ccccc2)C1C(=O)N/N=C\c1ccc(-c2cccc(Cl)c2Cl)o1 (stereo not drawn),12%,-19%,-14%
Cc1ccc(CCNC(=O)CNC(=O)c2cccs2)cc1,0%,-12%,-1%
CC(C)(C)c1nnc(NC(=O)Cc2ccccc2[N+](=O)[O-])s1,6%,6%,0%
NCCOc1cnn(-c2ccccc2Cl)c(=O)c1Cl,3%,-1%,-8%
COc1cc2c(cc1OC)C(c1c(Cl)cccc1Cl)NC(=O)C2 (stereo not drawn),·,3%,21%
CC(=O)Nc1nc2ccccc2n1CCOc1ccccc1Cl,7%,7%,24%
CN(Cc1ccccc1F)C(=O)CCCNC(=O)c1ccc(Cl)cc1,·,2%,14%

The closing 3 records of the part before open the next one:
canonical_smiles,TDP1 block,N370S GC,FEN1 inh
COc1cc2c(cc1OC)C(c1c(Cl)cccc1Cl)NC(=O)C2 (stereo not drawn),·,3%,21%
CC(=O)Nc1nc2ccccc2n1CCOc1ccccc1Cl,7%,7%,24%
CN(Cc1ccccc1F)C(=O)CCCNC(=O)c1ccc(Cl)cc1,·,2%,14%
CCC(CO)NCC(O)COCc1ccc2c(c1)OCO2 (stereo not drawn),-11%,5%,0%
Cc1ccc(-n2ncc3c(NC4CCCC4)ncnc32)cc1,3%,·,-5%
O=C(NCc1ccco1)C1CCCN1S(=O)(=O)c1ccccc1C(F)(F)F (stereo not drawn),1%,12%,3%
CCOC(=O)c1ccc(NC(=S)N2CCCC(C(=O)OCC)C2)cc1 (stereo not drawn),5%,-17%,2%
O=C(c1cc(COc2ccc(F)cc2F)on1)N1CCCC(c2ccccc2)C1 (stereo not drawn),·,-3%,-11%
Cc1ccc(S(=O)(=O)N(C)C)cc1NC(=O)COC(=O)c1c(-c2ccccc2)noc1C,·,-2%,-10%
CCc1ccc(CNC(=O)c2ccc3nc(C(C)C)oc3c2)cc1,-2%,·,-5%
O=C(/C=C/c1ccccc1)NCCOc1ccccc1,5%,22%,-1%
CSc1ccc(OC2CCCCC2NS(=O)(=O)c2ccc(Cl)cc2)cc1 (stereo not drawn),-2%,-7%,9%
N#C/C(=C(/O)c1ccc([N+](=O)[O-])s1)c1nc2ccccc2[nH]1,5%,-1%,-8%
O=[N+]([O-])c1cccc(NC(=S)Nc2nc(-c3ccccc3Cl)cs2)c1,5%[56.1 µM],-13%,9%
Cc1nc(NC(=O)COc2ccccc2)sc1C(=O)Nc1ccccc1,-7%,7%,4%
COc1cc(/C=C2\SC(=S)N(NC(=O)c3ccccc3O)C2=O)ccc1O,·,-18%,?
COc1ccc2cc(CCNC(=O)CC(C)(C)C)c(=O)[nH]c2c1,7%,2%,4%
N#CC(C#N)C(c1ccsc1)c1c(-c2ccccc2)[nH][nH]c1=O (stereo not drawn),9%,-5%,1%
O=C1CCCN1Cc1ccccc1,·,-6%,6%
CC(C)OC(=O)CSc1nnc(Cc2ccccc2)n1C,1%,0%,3%
O=C1Cc2cc(S(=O)(=O)Nc3ccc(OC(F)(F)F)cc3)cc3c2N1CCC3,0%,·,-1%
COc1cc2ccccc2cc1C(=O)Nc1ccc(C)cc1,·,?,-8%
C/C(=N\NC(=O)Cc1ccccc1)c1ccc(Br)s1,-1%,2%,21%
O=CN1CCCN(Cc2nc(-c3cccc(Cl)c3)no2)CC1,3%,2%,0%
O=C(COc1coc(CN2CCN(c3cccc(Cl)c3)CC2)cc1=O)NC1CCCC1,0%,-6%,-15%
Cc1oc2cc(O)ccc2c(=O)c1-c1cnn(-c2ccccc2)c1,0%,-2%,-4%
C=CCN1C(=O)C(CC(=O)Nc2ccccc2F)S/C1=N\c1nccs1 (stereo not drawn),3%,2%,3%
CCc1ccc(S(=O)(=O)c2nnn3c2nc(Nc2cc(OC)ccc2OC)c2sccc23)cc1,-3%,·,-6%
COC(=O)c1cn(NC(=O)c2cc(OC)cc(OC)c2)c(=O)c2ccccc12,2%,7%,-3%
COCCN(C(=O)COC(=O)C1(C)CC1(Cl)Cl)c1c(N)n(Cc2ccccc2)c(=O)[nH]c1=O (stereo not drawn),3%,6%,-1%
COc1cccc(C(=O)Nc2nnc(S(=O)(=O)N3CCCC3)s2)c1,6%&6%,2%,13%&0%
CCOC(=O)C1=NNC2C(=O)N(CC)C(=O)C12 (stereo not drawn),3%,4%,-6%
CCOc1ccc(CC(=O)NCCS(=O)(=O)N2CCN(c3ccc(OC)cc3)CC2)cc1,-1%,·,7%

(continued)
canonical_smiles,TDP1 block,N370S GC,FEN1 inh
Cc1cc(C)cc(NC(=O)CSc2ccc(-c3ccccn3)nn2)c1,-4%,0%,-3%
O=C(Nc1ccc2c(c1)CCC2)Nc1ccccc1Cl,4%[56.1 µM],19%,-15%
COc1ccc(NC(=S)N2CCN(S(C)(=O)=O)CC2)cc1,4%,0%,16%
O=C1c2cc(Br)ccc2O[C@@H](c2ccc3c(c2)OCO3)[C@@H]1O,9%,-4%,·
CCc1sc(C(=O)Nc2cccc(C(C)=O)c2)cc1C,2%,12%,-10%
Cc1ccc(NC(=O)C2CCCN(S(=O)(=O)c3ccc4[nH]c(=O)ccc4c3)C2)nc1 (stereo not drawn),1%,-7%,-22%
CCOC(=O)c1c(NC(=O)COC(=O)c2cc(OC)c(OC)cc2[N+](=O)[O-])sc(C)c1C,-1%,?,-8%
COc1cccc(COCC(O)CN2CCC(C(N)=O)CC2)c1 (stereo not drawn),?,1%,-7%
COc1ccccc1N1C(=O)CSC1=NC(=O)c1ccccc1,5%,14%,-19%
CC(C)(C)OC(=O)N[C@@H](COCc1ccccc1)C(=O)N[C@@H](CO)[C@H](O)[C@@H]1C[C@@H]1C(=O)N1CCCC1,·,1%,14%
COc1cc(C(=O)N/N=C(\C)c2ccccn2)cc(OC)c1OC,7%,5%,2%
COc1ccc(CN2CCN(C(=O)c3ccc(S(=O)(=O)NCc4ccco4)cc3)CC2)cc1,3%,-2%,-1%
CN(C)C(C(=O)Nc1cc(Cl)cc(Cl)c1)c1ccccc1 (stereo not drawn),4%,-4%,-15%
COc1cc2c(cc1OC)C(c1ccc(Cl)cc1)N(c1cccc(C#N)c1)C(=O)C2 (stereo not drawn),4%,·,8%
CCOc1ccc(C(=O)N(CC)CC(=O)Nc2ccc3c(c2)OCCO3)cc1OCC,1%,·,2%
CCCN(CCC)C(=O)CP(=O)(c1ccccc1)c1ccccc1,6%,-1%,-2%
CC(C)(C)OC(=O)C[C@@H]1C/C=C\C[C@H](CC(=O)N(CCO)Cc2ccccc2)C(=O)N[C@H](C(C)(C)C)COC1=O,-1%,·,18%
CCN(CC)c1ccc(N=Nc2ncn[nH]2)cc1,8%,?,-4%
COc1ccc(Cc2cnc(N)nc2N)cc1OC,4%,·,-3%
CSc1ncccc1C(=O)OCC(=O)c1cc(C)n(CC2CCCO2)c1C (stereo not drawn),2%,6%,-15%
CO/N=C(\c1nonc1N)N1CCN(c2ccc([N+](=O)[O-])cc2Cl)CC1,8%,3%,-2%
CCN1CCN(Cc2coc3ccc(C)cc3c2=O)CC1,8%,-4%,2%
Cc1ccc(N(C(=O)CNC(=O)c2cccs2)C(C(=O)NC2CCCC2)c2ccncc2)cc1 (stereo not drawn),·,-7%,5%
Cc1nc2cccc(C(=O)Oc3ccc([N+](=O)[O-])cc3)c2o1,0%,-7%,-1%
CCc1nnc(NC(=O)Cc2ccc(OC)c(OC)c2)s1,3%,3%,0%
CCOc1ccc(NC(=O)CN(C)C(=O)C2CCN(C(=O)c3ccc(Cl)cc3)CC2)cc1OCC,0%,·,17%
CS(=O)(=O)c1nc(S(=O)(=O)c2ccc(Cl)cc2)c(NCCN2CCOCC2)s1,2%,-6%,1%
O=C(CN1C(=O)c2ccccc2C1=O)NCC(=O)OCC(=O)c1ccc(Br)cc1,4%,-5%,-5%
CCN(C(=O)C1CCN(c2nc(-c3ccc(OC)cc3)no2)CC1)c1ccccc1,·,0%,-25%
O=C(CSc1ncccn1)N/N=C/c1ccccc1[N+](=O)[O-],3%,18%,-5%

(cont.)
canonical_smiles,TDP1 block,N370S GC,FEN1 inh
COc1ccc(C(=O)COC(=O)CNC(=O)c2ccc(Cl)cc2Cl)c(OC)c1,-21%,-4%,-4%
O=C1CN(C(=O)CSc2nnc(-c3ccccc3)n2Cc2ccc3c(c2)OCO3)c2ccccc2N1,4%,-9%,5%
O=C(C1=C(O)C(=O)N(CCCN2CCOCC2)C1c1ccccn1)c1cccs1 (stereo not drawn),4%,0%,·
Cc1cc(C)n(-c2ccc(C(=O)NCc3ccc(F)cc3)cc2)n1,5%,-7%,-6%
CCCOP(=O)(c1ccc(N(C)C)cc1)C(O)c1cccnc1 (stereo not drawn),4%,0%,3%
COc1ccc2c(-c3cnc(N4CCOCC4)nc3)c(-c3ccc(S(C)(=O)=O)cc3)sc2c1,0%,·,9%
CNC(=O)CSc1nc(-c2ccccc2)c(-c2ccccc2)o1,0%,-5%,-3%
N/C(Cc1ccc(Cl)cc1)=N\OC(=O)Cc1ccc([N+](=O)[O-])cc1,3%,14%,-3%
O=C(O)CCNS(=O)(=O)c1ccccc1,7%,3%,3%
COc1cccc(/C=N/NC(=O)c2cc3c(OC)c(OC)ccc3[nH]2)c1OC,-1%,1%,?

3 entries from above, sorted by the number in TDP1 block, lowest first:
mol | TDP1 block
COc1ccc2c(-c3cnc(N4CCOCC4)nc3)c(-c3ccc(S(C)(=O)=O)cc3)sc2c1 | 0%
CCCOP(=O)(c1ccc(N(C)C)cc1)C(O)c1cccnc1 (stereo not drawn) | 4%
Cc1cc(C)n(-c2ccc(C(=O)NCc3ccc(F)cc3)cc2)n1 | 5%

3 entries already listed, ordered by count of non-hydrogen atoms, lowest first:
canonical_smiles,TDP1 block,N370S GC,FEN1 inh
C#CCN(C)CC/C=C1\c2ccccc2CSc2ccccc21,2%,?,-6%
COC(=O)c1ccc(-n2c(C)nc(=O)c(-c3ccccc3)c2C)cc1,-1%,-2%,-4%
COc1ccc2c(-c3cnc(N4CCOCC4)nc3)c(-c3ccc(S(C)(=O)=O)cc3)sc2c1,0%,·,9%

Screens (PubChem BioAssay)
